AmpC inh no detg: AmpC beta-lactamase inhibition without detergent; 330,000 compounds, 0.52% hits; P00811; Potency, µM (highest dose often 57.1 µM), inactives show top-dose activity change, negative = inhibition, hits mostly inhibitors; AmpC nitrocefin hydrolysis, absorbance 480 nm, 0.0001% Triton; AID 485341;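 note: potency is the fitted concentration of half-maximal effect; plate controls were no compound for no effect and no enzyme for full effect; nearly all actives have a fitted effect of over 20% in size; some results filed as inactive show a strong effect at the top dose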
Target sequence (P00811 whole entry, looked up): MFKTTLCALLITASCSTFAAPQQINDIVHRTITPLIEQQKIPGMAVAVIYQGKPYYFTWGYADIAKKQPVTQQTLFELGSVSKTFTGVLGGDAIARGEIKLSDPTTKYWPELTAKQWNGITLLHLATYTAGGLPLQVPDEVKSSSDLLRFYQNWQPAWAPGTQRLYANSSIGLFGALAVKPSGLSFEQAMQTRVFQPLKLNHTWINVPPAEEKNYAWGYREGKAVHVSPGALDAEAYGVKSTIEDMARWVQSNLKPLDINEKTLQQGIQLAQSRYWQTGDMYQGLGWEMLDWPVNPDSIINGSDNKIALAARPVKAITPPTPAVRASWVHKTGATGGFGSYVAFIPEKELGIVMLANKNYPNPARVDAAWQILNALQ
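AmpC (5.3 nM in the dispensed reagent) in 20 mM phosphate pH 7.0 with 0.01% (detergent screen) or 0.0001% Triton X-100 was preincubated with compounds for 15 min at room temperature. Nitrocefin was then added from an 800 uM solution, and hydrolysis was followed at 480 nm.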
CHX counter: counter-screen for Shiga toxin inhibitors: cycloheximide protein synthesis inhibition; 300,000 compounds, 12% hits; max response, %; cell reporter, cycloheximide protein synthesis inhibition counterscreen; AID 2314; in the data active = max response mostly above about 13%, no sharp cut-off; inactive = mostly below about 14%; note: read at 38.3 µM for the half of the compounds with a filed dose; 0% is about no effect
LmPK inhibitor: inhibitors of Leishmania mexicana pyruvate kinase; purified LmPK, Kinase-Glo ATP luminescence, 1 h; Potency, µM (titrated, usually from 57.5 µM), without a hit: at the highest dose activity change, negative = inhibition, usual class: inhibitors; AID 1721; 290,000 compounds, 0.37% hits; note: potency is the fitted concentration of half-maximal effect; % is set by controls: 0 for no effect and ±100 for the full control effect
Target sequence (Q27686 whole entry, looked up): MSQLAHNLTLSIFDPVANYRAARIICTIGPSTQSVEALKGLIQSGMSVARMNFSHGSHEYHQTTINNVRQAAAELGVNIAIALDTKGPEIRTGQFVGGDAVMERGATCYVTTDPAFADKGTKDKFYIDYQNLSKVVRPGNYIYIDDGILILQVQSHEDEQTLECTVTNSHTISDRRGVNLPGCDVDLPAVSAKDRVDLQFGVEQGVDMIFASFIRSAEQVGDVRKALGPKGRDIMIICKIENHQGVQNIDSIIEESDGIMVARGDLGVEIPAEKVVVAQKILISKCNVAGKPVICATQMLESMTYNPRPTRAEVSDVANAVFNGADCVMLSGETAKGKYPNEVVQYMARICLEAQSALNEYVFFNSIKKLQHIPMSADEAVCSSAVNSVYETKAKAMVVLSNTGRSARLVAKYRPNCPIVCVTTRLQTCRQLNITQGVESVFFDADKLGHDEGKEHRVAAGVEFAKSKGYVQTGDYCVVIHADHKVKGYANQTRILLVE
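ATP generated from ADP (0.1 mM) and PEP (0.5 mM) by 0.1 nM LmPK over 1 h at room temperature (pH 7.2 imidazole buffer) was detected by coupled luciferase luminescence. Values were normalized to uninhibited and no-enzyme wells.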
TbPYK inhibitor: inhibitors of Trypanosoma brucei pyruvate kinase. Q57TT1. TbPYK enzyme, Kinase-Glo Plus ATP luminescence, 45 min. Potency, µM (top dose mostly 76.8 µM), for inactives: at the highest dose activity, negative = inhibition, usual class: inhibitors. 410,000 compounds, 0.12% hits. AID 624173; note: potency is the fitted concentration of half-maximal effect; % is set by controls: 0 for no effect and ±100 for the full control effect; nearly all actives have a fitted effect of over 50% in size
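Quantitative HTS: titrated library compounds versus trypanosomal pyruvate kinase in TEA buffer (pH 7.2) containing KCl, MgCl2, BSA and Tween-20. Reactions were initiated with ADP, 130 uM final. Kinase-Glo Plus luminescence was read after 45 min at RT.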
Pf growth 96h: P. falciparum growth inhibition at 96 hour, primary screen for plastid delayed-death inhibitors; P. falciparum luciferase reporter growth, 96 h; AID 504834; 320,000 compounds, 6.9% hits; Potency, µM (highest dose often 28.7 µM), without a hit: at the highest dose activity change, negative = inhibition, hits mostly inhibitors; note: potency is the fitted concentration of half-maximal effect; % is set by controls: 0 for no effect and ±100 for the full control effect
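P. falciparum expressing integrated firefly luciferase grown in erythrocytes (2% hematocrit, 0.05% parasitemia final) with compounds for 96 hours at 37 C, 5% CO2. Growth inhibition read as loss of luminescence after adding luciferase detection reagent.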
Pf growth 48h: inhibits P. falciparum growth in the first generation, 48 h; AID 504832; P. falciparum luciferase growth in erythrocytes, 48 h; Potency, µM (titrated, usually from 28.7 µM), inactives show at the highest dose activity change, negative = inhibition, usual class: inhibitors; 310,000 compounds, 5.9% hits; note: potency is the fitted concentration of half-maximal effect; % is set by controls: 0 for no effect and ±100 for the full control effect
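Cell-based growth assay: transgenic P. falciparum expressing firefly luciferase, cultured in red cells within RPMI 1640 containing 0.5% w/v Albumax, 24 mM bicarbonate and gentamycin. A drop in luciferase activity indicates inhibition.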
Shiga inhibitor: blocks Shiga toxin action in Vero cells | Vero cells, Shiga toxin protein synthesis inhibition reporter | inhibition, % at 38.7 µM | 290,000 compounds, 9.2% hits | AID 2315; in the data active = inhibition mostly above about 28%, no sharp cut-off; inactive = mostly below about 43%; note: 0% is about no effect
The depositor's hits bear a star; ? = inconclusive; nt = not tested or not shown; & = joins results of further samples; [ ] = another dose, or the depositor's remark. Unless noted, calls come from the whole dose curve; as a rule, active = well fitted curve in the direction sought with a large enough effect; inconclusive = small, poorly fitted or top-dose-only effect, or another doubt; inactive = no such curve, though single readings can be large; an effect the other way counts as inactive or inconclusive.

Every second line gives: AmpC inh no detg, CHX counter, LmPK inhibitor, TbPYK inhibitor, Pf growth 96h, Pf growth 48h, Shiga inhibitor
O=S(=O)(NCc1ccccc1)c1ccc(S(=O)(=O)N2CCCC2)cc1
→ -21%, -1, 5%, 2%, ?, ?, -9
O=[N+]([O-])c1cccc(S(=O)(=O)Nc2nc3ccccc3nc2Nc2cccc(S(=O)(=O)N3CCCCC3)c2)c1
→ -30%, 1, 2%, 1%, 5.2µM*, 15µM*, 24
OC(CN1CCNCC1)Cn1c2ccccc2c2ccccc21 (stereo not drawn)
→ 11%, 0, 1%, 0%, ?, ?, -3
COc1cc(C(=O)OCC(C)=O)cc(NC(=O)c2ccco2)c1OC
→ -20%, 8, 8%, -1%, -18%, 5%, -2
CCOC(=O)CCCC(=O)N1CCOCCOCCN(C(=O)CCCC(=O)OCC)CCOCCOCC1
→ -6%, 43*, 2%, 2%, ?, 108%, 63*
C[C@@H]1CC=C[C@H]2[C@H]1C(=O)N(Cc1ccccc1)[C@H]2c1ccc(/C=C/c2ccccc2)cc1F
→ -10%, -3, 1%, 2%, ?, 10µM*, -4
CC(C)(C)NC(=O)c1cccc2c1C(=O)c1ccccc1-2
→ -7%, -1, -1%, 4%, ?, 31%, 4
CCCC(=O)NCCCc1nc2ccccc2n1C
→ -12%, 0, -2%, 9%, ?, 16%, 1
O=C(OCc1cc(=O)n2ccsc2n1)C1(c2ccc(Cl)cc2)CC1
→ 7%, nt, nt, 5%, ?, ?, nt
CCc1ccc(CNC(=O)C2CCN(S(=O)(=O)N3CC(C)CC(C)C3)CC2)cc1 (stereo not drawn)
→ -4%, 0, -3%, -5%, 18%, -17%, -14
C=CCN(c1ccccc1)S(=O)(=O)c1cccc(C(=O)Oc2ccc3c(C)cc(=O)oc3c2)c1
→ ?, -4, 1%, 10%, -24%, 0%, -1
CCOc1ccc(NC(=O)Nc2ccc3c(c2)CCC3)cc1
→ -20%, 3, 1%, 0%, 29%, 3%, -6
CCN1CCN(c2cc3c(cc2F)c(=O)c(C(=O)O)cn3C2CC2)CC1
→ -24%, -3, -3%, 4%&3%, 8.3µM*, ?, -8
COc1ccc(OC)c(S(=O)(=O)n2c([N+](=O)[O-])cnc2C)c1
→ -1%, 1, -2%, 3%, ?, 18%, -8
CC(C)(C)NCc1cc(Br)ccc1OCc1cccs1
→ -6%, -1, -1%, -3%, 29%, ?, -24
O=C1c2ccccc2C(=O)N1CC(O)COc1ccc(Br)cc1 (stereo not drawn)
→ -12%, 13*, 12%, 3%, ?, 98%[activator], 90
Cc1cc(NC(=O)CSc2nnc(-c3ccco3)o2)no1
→ nt, -1, 6%, 3%, -1%, -16%, -8
COc1ccc(C2=CC(c3ccc(F)cc3)n3nnnc3N2)cc1 (stereo not drawn)
→ -22%, 13, 9%, -1%, ?, nt, 30
O=c1[nH]c2ccc(NS(=O)(=O)c3ccc(Cl)cc3)cc2[nH]1
→ -39%, -1, 0%, -5%, 33%[activator], 8%, 12
CCCCN1CNC(=S)N(Cc2ccccc2)C1
→ -17%, -1, 0%, 1%, 9.3µM*, 9%, -16

Just CHX counter, Pf growth 48h and AmpC inh no detg, for 4 of the compounds above:
SMILES | CHX counter | Pf growth 48h | AmpC inh no detg
C[C@@H]1CC=C[C@H]2[C@H]1C(=O)N(Cc1ccccc1)[C@H]2c1ccc(/C=C/c2ccccc2)cc1F | -3 | 10µM* | -10%
CC(C)(C)NC(=O)c1cccc2c1C(=O)c1ccccc1-2 | -1 | 31% | -7%
CCCC(=O)NCCCc1nc2ccccc2n1C | 0 | 16% | -12%
O=C(OCc1cc(=O)n2ccsc2n1)C1(c2ccc(Cl)cc2)CC1 | nt | ? | 7%

Back to the main list; the two compounds before the break are reprinted first.
Every second line gives: AmpC inh no detg, CHX counter, LmPK inhibitor, TbPYK inhibitor, Pf growth 96h, Pf growth 48h, Shiga inhibitor
O=c1[nH]c2ccc(NS(=O)(=O)c3ccc(Cl)cc3)cc2[nH]1
→ -39%, -1, 0%, -5%, 33%[activator], 8%, 12
CCCCN1CNC(=S)N(Cc2ccccc2)C1
→ -17%, -1, 0%, 1%, 9.3µM*, 9%, -16
Cc1ccc(C(=O)NCCc2ccncc2)cc1
→ -7%, 27*, -6%, -1%, 132%[activator], 125%[activator], 42*
Cc1ccc2[nH]cc(C(=O)CN3CCOCC3)c2c1
→ -9%, -4, 2%, -9%, 25%, 35%, -18
CCOC(=O)c1nn(-c2ccc(Cl)cc2)c2nc(-c3ccc(C)cc3)c(C#N)c(=O)n12
→ ?, 15, 5%, -1%, nt, 9.3µM*, 6
O=S(=O)(c1cccc(NC(=S)N2CCN(c3ccc(F)cc3)CC2)c1)C(F)F
→ -19%, 1, 2%, -14%, 26%, 12%, -18
C=CCN1C(=O)NC(=O)/C(=C/c2ccc(OC)c(COc3ccc(NC(C)=O)cc3)c2)C1=O
→ -10%, -3, 4%, -28%, 9%, -5%, -7
O=C(COc1ccc2ccccc2c1)Nc1ccccc1C(=O)O
→ -9%, 20*, 0%, 2%, 20%, 28%, 19
CNC(=O)Oc1cccc(-c2cn3cc(Cl)ccc3n2)c1
→ -22%, 11, 14µM*, -23%, 67%[activator], 53%[activator], -13
CCOc1ccc(NC(=O)CCCn2c(=S)[nH]c3ccsc3c2=O)cc1
→ ?, -2, 8%, -20%, ?, 26%, -11
O=C(Nc1ccccc1)N1CCc2scc[n+]2-c2ccccc21
→ -19%, -2, 8%, -7%, 4%, -2%, -2
CC(=O)c1cccc(NC(=S)N2c3ccccc3CC2C)c1 (stereo not drawn)
→ 2%[2.29 µM], -2, 1%, 3%, ?, -14%[5.75 µM], 6
CCn1c(=S)sc2c(=O)n(CC(=O)Nc3ccc(OC)cc3)c(C)nc21
→ -14%, 0, -3%, 22%, 40%[activator], 33%[activator], -8
O=C(Cn1cnc2sc(-c3ccccc3)cc2c1=O)NCCc1ccccc1
→ -11%, 6, 12%, 2%, -6%, nt, -4
CC(C)C(=O)c1cc2c(cc1NC(=O)Nc1cccc3ccccc13)OCCO2
→ -27%, -1, -5%, nt, ?, nt, 4
CCOC(=O)N1CCN(CC(=O)c2ccc3c(c2)CCN3C(C)=O)CC1
→ 8%, -8, 10%, 3%, 9%, nt, -17
CCOCCCNC(=O)C(Cc1ccccc1)NS(=O)(=O)c1ccc2c(c1)c(=O)n(C)c(=O)n2C (stereo not drawn)
→ -19%, 14, -11%, -2%&-4%, 14%, 16%, 15
CCOc1ccccc1N1CCN(c2nc3ccccc3nc2C(C#N)C(=O)OC(C)C)CC1 (stereo not drawn)
→ -37%, -3, 4%, 0%, ?, -11%, -11
O=C(Cc1coc2ccc3ccccc3c12)NCc1ccccc1
→ -21%, 6, 7%, 1%, ?, nt, 14
O=C(CN1CCN(S(=O)(=O)c2ccc(Cl)cc2)CC1)Nc1ccc2c(c1)CCC2
→ 28%, -3, 1%, -6%, ?, -10%, -28
Cc1cc(C)c(S(=O)(=O)NCc2ccccn2)cc1C
→ 0%, -2, 2%, -1%, 20%, 2%, 7
COc1ccc(CCn2c(=N)c(S(=O)(=O)c3ccccc3)cc3c(=O)n4ccccc4nc32)cc1
→ -19%, 1, 10%, 1%, ?, ?, -12
C=CCn1c(SCC(=O)Nc2cccnc2Cl)nnc1-c1ccccc1F
→ 3%, -3, -4%, -6%, -14%, -8%, 22
CCOC(=O)c1ccc(NC(=O)CN2CCN(c3ccccc3)CC2)cc1
→ 52%, 1, 1%, 0%, nt, -19%, -6
CC(=O)NCCc1nc2cc(NC(=O)COc3cccc(C)c3)ccc2n1C
→ 21%, 12, 9%, 0%, ?, 8%, 32
COc1cccc(CNC(=O)CCS(=O)(=O)c2cccs2)c1
→ -28%, 9, 2%, -1%, 58%[activator], 28%, -12
COc1cc(C(=O)Nc2ccc(C)cc2)c(-n2cnnn2)cc1OC
→ -25%, -1, 5%, 0%, ?, -28%, -21
NC1=NC(c2cn[nH]c2-c2cccc(F)c2)n2c(nc3ccccc32)N1 (stereo not drawn)
→ -49%, 22, -3%, 4%, ?, ?, -2
Cc1ccc(C)c(NC(=O)NNC(=O)c2cc3occc3[nH]2)c1
→ -22%, -1, -3%, -9%, -4%, 39%[activator], 19
O=C(O)c1cnn(-c2nc(-c3ccc(F)cc3)cs2)c1C(F)(F)F
→ -25%, 15, 1%, -1%, -32%[1.15 µM], 3%, 73*
COc1ccc(CC(=O)OCC(=O)c2ccc(OC)c(OC)c2)cc1
→ -2%, nt, nt, 6%, 18%, -1%, nt
CC(C)(C)c1ccc(C(=O)NCCC(=O)NC2=NCCS2)cc1
→ -7%, nt, nt, 0%, -26%, 18%, nt
Clc1ccc2nc3c(c(-c4ccccc4)c2c1)CNCC3
→ 17%, -2, 0%, -1%, 13µM*, 13µM*, -13
N#Cc1nc(-c2ccco2)oc1N1CCCC1
→ -21%, 0, -1%, -1%, nt, 9%, -8
COc1ccccc1CCNC(=O)c1cc(-c2ccncc2)nc2ccc(Br)cc12
→ -22%, -3, -1%, 4%, -10%, ?, 43
Cc1ccc(SCC(=O)OC(C)C(=O)NC2CCCCC2C)c(C)c1 (stereo not drawn)
→ 19%, nt, nt, -7%, ?, -13%, nt
Cc1cc(C(=O)COC(=O)c2ccc[nH]c2=O)c(C)n1-c1ccc(Br)cc1
→ -18%, 48*, 0%, 4%, -27%, -14%, 27*
COc1ccc([C@@H]2CC=C(C(=O)O)[C@H](c3ccc(Cl)cc3)N2S(=O)(=O)c2ccccc2C)cc1
→ -22%, nt, nt, -8%, 57%[activator], -19%, nt
CCOc1ccc(NC(=O)C(C)NS(=O)(=O)c2ccc(NC(C)=O)cc2)cc1 (stereo not drawn)
→ -17%, -2, 2%, -2%, 32%[activator], -8%, -10
CCOC(=O)c1ccccc1NS(=O)(=O)c1ccc(S(=O)(=O)N2CCCC2)cc1
→ 0%, -1, 2%, -5%, 15%, ?, -10
O=C(NC1CCSc2ccccc21)c1c(F)cccc1Cl (stereo not drawn)
→ -23%, -2, -3%, -2%, ?, -6%, -4

A few values from the results shown:
Value of N#Cc1nc(-c2ccco2)oc1N1CCCC1 in Shiga inhibitor: -8
Value of CC(C)(C)NC(=O)c1cccc2c1C(=O)c1ccccc1-2 in LmPK inhibitor: -1%
Value of O=S(=O)(c1cccc(NC(=S)N2CCN(c3ccc(F)cc3)CC2)c1)C(F)F in CHX counter: 1
Value of OC(CN1CCNCC1)Cn1c2ccccc2c2ccccc21 (stereo not drawn) in LmPK inhibitor: 1%
Value of CCOc1ccc(NC(=O)Nc2ccc3c(c2)CCC3)cc1 in TbPYK inhibitor: 0%
Value of CCOc1ccc(NC(=O)C(C)NS(=O)(=O)c2ccc(NC(C)=O)cc2)cc1 (stereo not drawn) in Shiga inhibitor: -10

Compounds as they come; overall some 22% were active at least once.
